AID2073 = inhibitors of Mint1-CaV2.2 protein interaction, biochemical, HTRF (AID 2073) | HTRF protein-protein interaction, Mint1-CaV2.2; higher % means a stronger effect | one-dose inhibition, % at 20 µM; IC50 in µM for titrated hits | 290,000 tested, 0.19% active; in the data active = inhibition mostly above about 51%, no sharp cut-off; inconclusive = no clear call, values can overlap the other calls; inactive = mostly below about 53%; also: some results filed as inactive read as strong as hits
Siah-1 displacement = blockers of Siah-1 interaction with plectin peptide – biochemical, fluorescence polarization, rhodamine-plectin, uHTS, primary screen (AID 1817); 290,000 tested, 0.02% active; one-dose displacement, % at 20 µM; IC50 in µM for titrated hits; Siah-1 / rhodamine-plectin peptide fluorescence polarization; higher % means a stronger effect;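 active = displacement of at least 50% at 20 µM, with a fluorescence ratio check between 0.3 and a set limit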;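 also: plate controls were Siah plus tracer with DMSO for no effect and tracer alone without Siah for full effect; strong numbers were not always called active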
ER stress rescue = rescue of cells from ER stress-induced death, primary screen, 384-well, CSM14.1, thapsigargin, ATP luminescence (AID 1222) | cellular ATP content (survival), % at 20 µM; hits with a dose series show EC50 in µM | CSM14.1 thapsigargin-induced death rescue, ATP luminescence; higher % means a stronger effect | 190,000 tested, under 10 active;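 active = EC50 below 50 µM in the dose-response confirmation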;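 also: death triggered by thapsigargin at about 15 µM added after 2 h compound pretreatment; cell ATP read after overnight thapsigargin exposure of roughly 18 to 22 hours; normalized against plate controls of thapsigargin alone and 5% DMSO vehicle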
M1AAP inhibition = malaria alanyl aminopeptidase activity blockers – biochemical, fluorogenic H-Leu-NHMec substrate, 1536-well (AID 1445); recombinant M1AAP, H-Leu-NHMec fluorogenic kinetic assay; higher % means a stronger effect; inhibition, % at 30 µM, or IC50 in µM where a hit was titrated; 220,000 tested, 0.42% active;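 active = primary inhibition above the hit cutoff, then over 50% inhibition at one or more dose response concentrations, cut at about 23% in these data, passing the limit was not always enough; inconclusive = conflicting primary data, or primary hits not chosen for dose response; inactive = low primary inhibition, or under 50% at every dose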;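 also: plate controls were DMSO full reaction for no effect and no enzyme background for full effect; strong numbers were not always called active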
LYP phosphatase = PTPN22 lymphoid phosphatase activity blockers – biochemical, fluorescence intensity, uHTS (AID 1779) | recombinant LYP phosphatase, fluorescence intensity; higher % means a stronger effect | one-dose inhibition, % at 11.5 µM; IC50 in µM for titrated hits | 290,000 tested, 0.054% active;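 also: plate controls were vehicle with enzyme for no effect and no enzyme for full effect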
M17LAP inhibition = P. falciparum M17LAP inhibitors, primary screen, biochemical, fluorogenic H-Leu-NHMec substrate, 1536-well (AID 1619). recombinant M17LAP, H-Leu-NHMec fluorogenic kinetic assay; higher % means a stronger effect. 220,000 tested, 0.38% active. inhibition, % at 30 µM; hits with a dose series show IC50 in µM;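 active = compound inhibiting the enzyme by more than half at any dose during confirmatory dose-response retesting; inconclusive = strong single-dose inhibitors picked by rank but not retested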;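 also: plate controls were full reaction with DMSO carrier for no effect and no enzyme background for full effect; strong numbers were not always called active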
HEK293 NOD2/NF-kB = inhibition of NOD2-driven NF-kB reporter – cell-based, luminescence, uHTS, HEK293 (AID 1566) | HEK293 NOD2/NF-kB luciferase reporter, luminescence; higher % means a stronger effect | inhibition, % at 4 µM, or EC50 in µM where a hit was titrated | 290,000 tested, 0.63% active; also: many of its hits are not listed in these tables
XIAP antagonists = XIAP antagonists, biochemical, IAP family, fluorescence polarization (AID 1018); XIAP BIR domain, fluorescence polarization peptide displacement; higher % means a stronger effect; 200,000 tested, 0.007% active; displacement, % at 20 µM, or IC50 in µM where a hit was titrated; in the data active = displacement above about 50%; also: a part of the inactive calls stands beside numbers as strong as those of hits
Hep lipid drop = modulators of hepatic lipid droplet formation | AML12 mouse hepatocytes, oleate lipid droplets, BODIPY imaging | inhibition, % at 6.5 µM | 240,000 tested, 0.4% active;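 active = lipid droplet intensity inhibited by at least 50%, with more than 500 cells counted; inconclusive = wells with under 300 cells, treated as cytotoxic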
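Assay system: AML12 mouse liver cells | Compound: 6.5 µM single-point dosing | Schedule: Overnight exposure | Technique: Fluorescence imaging, 20x objective, two fields per well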
Hep lipid drop cells 6.5 µM = second read-out of Hep lipid drop, no call of its own (marks repeat the call); cell count; measured here: cell count, cytotoxicity flag;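 cells counted across two imaged fields per well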
An asterisk follows results filed as active; ? = inconclusive; . = not tested or not shown. Rule as the data show it, unless noted: active = inhibition above about 50%; inactive = the rest. An excerpt; count on the stated rates, not on these rows.

structure	M1AAP inhibition	HEK293 NOD2/NF-kB	Hep lipid drop	AID2073	M17LAP inhibition	Siah-1 displacement	ER stress rescue	LYP phosphatase	Hep lipid drop cells 6.5 µM	XIAP antagonists
COc1ccc(OCCCc2c(C)n[nH]c2C)cc1	-0.7%	6.3%	8.7	-0.9%	3.8%	-0.2%	-1.2%	0.5%	796	-7.0%
Cc1cc(NC(=O)COC(=O)c2oc3c(ccc4ccccc43)c2C)no1	2.8%	4.6%	-14.6	8.4%	-9.9%	-3.0%	3.0%	-7.9%	577	-1.0%
O=C(CSc1nnc(CNC(=O)c2ccccc2)o1)NCC1CCCO1 (stereo not drawn)	.	-3.2%	-14.8	-5.3%	.	1.3%	.	-12.8%	615	.
CCC(C#CCN1CCCCC1)(CC)OCCC#N	5.8%	12.2%	.	12.4%	8.1%	5.9%	-2.5%	-4.8%	.	-8.2%
CCOC(=O)c1c(-c2ccc(-c3ccccc3)cc2)csc1NC(=O)CCC(=O)O	.	28.3%	.	-1.3%	.	5.2%	.	-1.1%	.	.
Cc1ccc(S(=O)(=O)N2CCC(C(=O)Nc3nnc(-c4ccc(F)cc4)s3)CC2)cc1	1.4%	-8.6%	3.4	8.2%	-17.1%	15.0%	-3.5%	2.3%	576	-10.7%
CN(CC(=O)Nc1cccc2ccccc12)c1ccc(S(=O)(=O)N2CCOCC2)cn1	-0.7%	5.0%	5.4	-0.1%	4.5%	1.5%	2.5%	-6.9%	806	-6.4%
COc1ccc(Cl)cc1NC(=O)CCc1nnc2ccc(N3CCN(C)CC3)nn12	.	11.5%	-2.0	11.4%	.	-6.5%	.	-12.8%	690	.
O=C(NC(=O)N1CCN(c2ccccc2F)CC1)c1ccccc1	18.5%	-2.7%	.	-3.0%	6.2%	-4.8%	0.0%	-4.2%	.	0.3%
CC(CCc1ccccc1)NC(=O)Cc1ccc([N+](=O)[O-])cc1 (stereo not drawn)	4.1%	10.1%	1.5	-1.8%	-1.9%	-2.0%	-2.2%	-7.1%	751	-2.2%
CCc1nc2ccc(C(=O)N3CCN(c4cccc(Cl)c4)CC3)cc2nc1CC	.	26.7%	0.0	7.8%	.	6.3%	.	-4.8%	730	.
COc1ccc(CCNC(=O)CSc2nnc(Cc3csc(N)n3)n2C)cc1OC	4.5%	2.5%	1.2	5.3%	2.3%	1.2%	2.3%	-9.1%	762	-7.6%
CCOc1c(Br)cc(C(N)=O)cc1OC	2.7%	11.9%	.	-3.3%	-15.4%	1.5%	-2.3%	-8.3%	.	-5.3%
O=C(Nc1ccccc1Cl)N1CCN(c2ccc3nnc(-c4ccc(F)cc4)n3n2)CC1	7.7%	8.4%	.	4.6%	3.1%	5.7%	1.0%	3.8%	.	-3.6%
COc1ccc(C(=O)NC(=S)N2CCN(c3ccc([N+](=O)[O-])cc3)CC2)cc1	2.8%	3.4%	-19.1	-8.0%	10.0%	7.1%	7.7%	0.2%	570	2.6%
Cc1cccc(NC(=O)c2cnn(-c3ccc(F)cc3)c2C2CCNCC2)c1C	-0.1%	-7.4%	-8.8	-4.0%	1.1%	3.6%	-1.8%	-8.9%	695	-2.4%

Entries of single compounds, quoted from the list. Values in the order: M1AAP inhibition	HEK293 NOD2/NF-kB	Hep lipid drop	AID2073	M17LAP inhibition	Siah-1 displacement	ER stress rescue	LYP phosphatase	Hep lipid drop cells 6.5 µM	XIAP antagonists
COc1ccc(CCNC(=O)CSc2nnc(Cc3csc(N)n3)n2C)cc1OC is entered as 4.5%	2.5%	1.2	5.3%	2.3%	1.2%	2.3%	-9.1%	762	-7.6%
COc1ccc(C(=O)NC(=S)N2CCN(c3ccc([N+](=O)[O-])cc3)CC2)cc1 is entered as 2.8%	3.4%	-19.1	-8.0%	10.0%	7.1%	7.7%	0.2%	570	2.6%

(further entries)
structure	M1AAP inhibition	HEK293 NOD2/NF-kB	Hep lipid drop	AID2073	M17LAP inhibition	Siah-1 displacement	ER stress rescue	LYP phosphatase	Hep lipid drop cells 6.5 µM	XIAP antagonists
COc1ccc(O)c(/C=N/NC(=O)CCC(=O)Nc2ccc(F)cc2)c1	.	30.8%	-27.4	22.1%	.	11.8%	.	-4.1%	670	.
CC(=O)Nc1ccc2c(c1)C(=O)N(c1cccc(C)c1)C2=O	1.4%	4.9%	-22.2	18.3%	-6.3%	0.5%	.	-7.1%	692	.
C#CCOC(=O)C(NC(=O)c1ccccc1)=C1CCCCC1	4.1%	5.3%	-17.2	-1.3%	2.0%	-9.6%	-1.4%	-5.2%	772	-0.1%
Cc1c(Cc2ccccc2)c(=O)oc2cc(OCC(=O)NCC(O)c3ccccc3)ccc12 (stereo not drawn)	.	32.4%	1.8	8.1%	.	0.6%	.	-11.1%	666	.
CCC(=S)/C=C1\Sc2ccccc2N1CCCS(=O)(=O)O	9.1%	-4.8%	.	13.6%	-218.6%	-8.6%	-0.3%	-9.4%	.	-7.5%
CCC(C)/C(C)=N/NC(=O)c1cn(-c2ccccc2)nc1-c1ccccc1 (stereo not drawn)	2.4%	13.7%	-3.7	9.7%	-3.2%	3.8%	-2.1%	-1.9%	543	2.2%
CCCCN(C(=O)c1cccc(S(=O)(=O)N2CC(C)OC(C)C2)c1)c1c(N)n(CCCC)c(=O)[nH]c1=O (stereo not drawn)	.	9.4%	1.3	-3.4%	.	-1.8%	.	-8.1%	827	.
Cc1ccc(CNC(=O)CN(c2cccc([N+](=O)[O-])c2)S(=O)(=O)c2ccccc2)cc1	5.3%	-4.3%	4.6	11.0%	-8.4%	5.5%	-2.3%	-2.9%	664	-3.8%
O=C(O)CC(NCc1ccco1)C(=O)OCC1CCCO1 (stereo not drawn)	0.8%	1.8%	.	-4.7%	3.5%	-2.0%	0.6%	-1.3%	.	-2.1%
COc1cc(C(=O)NCC(=O)N/N=C\C(C)=C/c2ccccc2)cc(OC)c1OC	.	20.7%	13.6	10.1%	.	6.1%	.	-3.4%	826	.
Cc1cc(C)cc(-n2c(N)c(C(=O)Nc3c(C)n(C)n(-c4ccccc4)c3=O)c3nc4ccccc4nc32)c1	7.5%	2.9%	0.7	30.2%	1.2%	2.1%	6.0%	3.3%	645	-7.9%
CCSC1=NCCN1S(=O)(=O)c1ccc(F)cc1	1.5%	-2.5%	-15.0	5.7%	-1.7%	-4.4%	-0.1%	0.4%	688	-5.1%
O=[N+]([O-])c1ccc(OC(F)F)c(/C=N/n2cnnc2)c1	-3.7%	-8.8%	-3.5	23.0%	-2.4%	-2.1%	.	-1.9%	726	.
COc1cc(C)ccc1OCc1cc(C(=O)N2CCCCCC2)no1	.	5.0%	-12.9	-6.4%	.	-3.8%	.	-3.9%	612	.
O=C(CN1C(=O)c2cccc3cccc1c23)NCc1ccncc1	5.1%	-6.5%	.	11.1%	5.3%	-0.3%	1.3%	-5.0%	.	-6.5%
COc1ccccc1NC(=S)N1CCN(c2ncccn2)CC1	-0.9%	13.7%	-7.1	-21.8%	0.6%	31.0%	-1.1%	-3.9%	705	-10.4%
CCN(CC)CCNC(=O)c1c(C)oc2cc(Br)c(OC)cc12	-12.4%	16.8%	.	-3.8%	-4.3%	5.0%	0.9%	-4.4%	.	-6.0%
COC(=O)CSc1cnc2ccccc2n1	2.2%	6.5%	16.7	-6.7%	11.8%	0.0%	5.4%	-5.2%	785	-4.9%
C=CCn1c(SCc2csc(C)n2)nc2sc3c(c2c1=O)CCCCC3	-0.9%	35.7%	-0.3	-5.6%	-1.4%	-1.0%	-2.9%	-11.6%	713	-3.2%
O=C(Cn1cc2c(n1)CCCCC2)NCc1ccccc1	9.3%	20.5%	.	-4.0%	-1.9%	-2.0%	-0.9%	-6.2%	.	-3.8%
CCOc1ccccc1OC(=O)c1ccco1	0.6%	-3.7%	0.4	0.0%	-1.2%	-0.7%	-1.6%	-5.6%	735	0.5%
CCC(C)NC(=O)C1(O)c2cc(Br)ccc2NC(=O)N1c1cccc(OC)c1 (stereo not drawn)	.	9.7%	10.9	-4.0%	.	8.8%	.	-7.9%	398	.
O=C(Cn1c(=O)oc2ccccc21)NCCc1ccccc1	.	24.6%	9.0	1.4%	.	10.6%	.	-4.9%	717	.
Cc1cc(NC(=O)CCC(=O)N(CC(=O)NC2CCCC2)Cc2ccc3c(c2)OCO3)no1	2.3%	-6.7%	-29.2	?	12.9%	10.0%	1.8%	-10.1%	713	-3.9%
O=c1oc2ccccc2c(Nc2cccc(O)c2)c1[N+](=O)[O-]	21.4%	7.8%	3.6	-5.4%	6.0%	-3.4%	-0.4%	-0.8%	824	-0.7%
COc1ccc(N(C(=O)c2ccccc2)S(=O)(=O)c2cccs2)cc1	-4.8%	-8.8%	-8.7	-3.6%	-5.9%	4.3%	1.4%	-0.6%	686	3.0%
COc1ccccc1CCC(=O)Nc1ccc2c(c1)CN(Cc1ccc(C)o1)CC2	.	15.1%	-0.7	0.2%	.	-1.2%	.	-5.5%	554	.
COc1ccc(/C(N)=N/OC(=O)c2ccc(C)c([N+](=O)[O-])c2)cc1	2.5%	-16.4%	-7.0	3.6%	-6.8%	-0.8%	-2.6%	-1.1%	803	-4.5%
O=C(NCC(=O)N(c1ccccc1)C(C(=O)NC1CCCCC1)c1ccncc1)c1ccco1 (stereo not drawn)	4.6%	-13.1%	.	18.4%	-4.6%	-0.3%	-0.3%	7.4%	.	-5.1%
CCN(CC)C(=O)CSc1nc2c(sc(=S)n2Cc2ccco2)c(=O)n1-c1ccccc1	3.5%	12.5%	.	-7.8%	8.3%	-1.1%	-0.4%	-6.7%	.	-7.7%
Cc1ccc(C(=O)N2CCN3C(=O)c4ccccc4C23c2ccccc2)cc1 (stereo not drawn)	14.6%	-4.8%	-29.9	1.1%	1.2%	-0.2%	-0.3%	-1.4%	719	1.5%
O=C(Nc1ccccc1)C1CCN(C(=O)c2ccco2)CC1	.	20.3%	3.1	19.0%	.	5.3%	.	-6.7%	825	.
